# Compound activity deposited in PubChem by several laboratories.
# S1P1 ag-PAM: S1P1 agonists and agonism potentiators, primary screen, cell-based, primary and confirmation screens, CRE-bla reporter; S1P1 CRE-bla cells, forskolin, beta-lactamase FRET, potentiator mode; S1P1 agonist co-added at EC20, 2 nM; 100% = saturating reference agonist, 0% = basal; Sphingosine 1-phosphate receptor 1 (Homo sapiens), P21453; 0.57% of 56,000 active; activation, % at 9.5 µM;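 active means activation above a cutoff set at the mean activation of all tested compounds plus 3 SD, cut at about 54% in these data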;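 further: forskolin at 4 µM as EC80 and the EC20 agonist is SEW2871; 100% = SEW2871 at its EC100 plus forskolin at EC80; some compounds past the cut are filed as inactive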
# HTR1E antagonist: 5-HT1E receptor antagonists, primary screen, cell-based, HTS | 0.99% of 65,000 active | CHO 5-HT1E Ga15 NFAT-bla reporter, FRET, antagonist | AID 571, 2007 | inhibition, % at 6 µM | 5-hydroxytryptamine receptor 1E (Homo sapiens), P28566;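 active means inhibition above a set limit, the mean inhibition across every tested compound plus 3 SD, cut at about 29% in these data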;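 further: signal is the 460 over 535 nm emission ratio of beta-lactamase substrate; 0% = agonist plus DMSO wells and 100% = wells without agonist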
# HER2 expr 66K: inhibitors of Her2 protein expression, primary screen, SKBR-3 cells, AlphaScreen, 66K library. Receptor tyrosine-protein kinase erbB-2 (Homo sapiens), P04626. SKBR-3 HER2 protein level, 18-24 h; hits give low values. HER2 level % of control, % at 10 µM. 0.69% of 65,000 active. AID 645, 2007;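 active means HER2 level under 5% of the carrier-only control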;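 further: 100% = DMSO carrier and 0% = 500 nM PU-H71 HSP90 inhibitor; lower value means stronger loss of Her2 protein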
# M1 ag: M1 muscarinic receptor agonists, primary screen, CHO-M1 cells, Fluo-4 calcium, agonist mode. AID 626, 2007. Fluo-4 calcium fluorescence; hits give high values. Muscarinic acetylcholine receptor M1. B-score at 10 µM. 3% of 64,000 active;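 active means fluorescence rise, raw or as B-score row- and column-corrected plate score, outside the 99.7% band of its plate's samples, either direction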
# HTR1E agonist: 5-HT1E receptor agonists, primary screen, cell-based, HTS; 5-hydroxytryptamine receptor 1E (Homo sapiens), P28566; CHO 5-HT1E Ga15 NFAT-bla reporter, FRET; 0% DMSO wells, 100% control agonist wells; activation, % at 6 µM; 0.69% of 65,000 active;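 active means activation above a set limit, the screen-wide mean activation plus 3 SD, cut at about 8.5% in these data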;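 further: 100% = positive control agonist at 1 µM giving full maximal response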
# HEK293 NFkB inh: inhibitors of PMA/ionomycin-induced NF-kB reporter, primary screen, antigen receptor NF-kB inhibitor project, cell-based, HEK-293 luciferase reporter, luminescence | HEK-293 NF-kB luciferase reporter | inhibition, % at 3 µM | 0.21% of 62,000 active | AID 465, 2006;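 active means inhibition above the mean of all tested compounds plus 3 SD, cut at about 40% in these data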;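 further: 0% = stimulated DMSO wells and 100% = 10 µM reference inhibitor 5653914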
#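 System: NF-kB luciferase reporter HEK-293 cells | Replication: Single test | Control set: DMSO vs reference inhibitor | Evaluation: % inhibition | Schedule: 1 h pretreatment, 16 h stimulation, 37 °C | Probe or stimulus: PMA with ionomycin | Compound dosing: One dose, 3 µM | Detection: Luciferase luminescence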
# Jurkat tox 60K: cytotoxicity toward Jurkat T cells, primary screen, cytotoxicity control, cell-based, Jurkat E6.1, 60K MLSMR library. Jurkat E6.1 viability, ATP luminescence, 48 h. inhibition, % at 4 µM. 1.2% of 56,000 active. AID 463, 2006;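 active means inhibition above the mean inhibition of all tested compounds plus 3 SD, cut at about 28% in these data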
# S1P3 agonist: human S1P3 receptor agonists, primary screen, cell-based, primary and confirmation, NFAT-BLA reporter; Sphingosine 1-phosphate receptor 3 (Homo sapiens), Q99500; 0.1% of 60,000 active; S1P3 NFAT-BLA reporter cells, agonism, FRET ratio; relative to 1 µM S1P, basal subtracted; activation, % at 4.5 µM;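 active means activation above the screen-wide mean plus 3 SD, cut at about 4.5% in these data, passing the limit was not always enough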; further: some compounds called inactive have numbers as strong as hits
# Target sequence (Q99500 whole entry, looked up): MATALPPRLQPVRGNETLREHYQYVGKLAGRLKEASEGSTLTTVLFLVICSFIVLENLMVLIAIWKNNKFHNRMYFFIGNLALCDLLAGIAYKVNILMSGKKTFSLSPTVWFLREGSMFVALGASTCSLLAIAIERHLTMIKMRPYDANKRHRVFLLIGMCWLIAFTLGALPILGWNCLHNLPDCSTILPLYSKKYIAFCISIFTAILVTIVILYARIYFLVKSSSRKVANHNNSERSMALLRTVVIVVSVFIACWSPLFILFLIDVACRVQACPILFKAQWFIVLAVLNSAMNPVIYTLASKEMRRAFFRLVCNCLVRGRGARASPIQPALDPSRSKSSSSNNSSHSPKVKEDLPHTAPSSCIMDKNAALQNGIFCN
#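 Benchmarks: high control 1 µM S1P / System: stable CHO line with human S1P3, Gα16, NFAT-BLA reporter / Dosing: single compound concentration, 4.5 µM final / Timing: 4 h compound at 37 °C, 2 h substrate at RT / Measured by: FRET β-lactamase substrate fluorescence, excitation 405 nm, 460/535 nm emission ratio, background-subtracted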
# M1 antagonist: antagonists of rat M1 muscarinic receptor; Muscarinic acetylcholine receptor M1 (Rattus norvegicus), P08482; CHO-M1 cells, Fluo-4 calcium, ACh EC80 antagonist mode; hits give low values; B-score at 10 µM; 3.4% of 64,000 active;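 active means calcium fluorescence response, raw or row-and-column corrected B-score, differing from the plate sample mean either way at a set confidence level, mostly lower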
# Target sequence (P08482 whole entry, looked up): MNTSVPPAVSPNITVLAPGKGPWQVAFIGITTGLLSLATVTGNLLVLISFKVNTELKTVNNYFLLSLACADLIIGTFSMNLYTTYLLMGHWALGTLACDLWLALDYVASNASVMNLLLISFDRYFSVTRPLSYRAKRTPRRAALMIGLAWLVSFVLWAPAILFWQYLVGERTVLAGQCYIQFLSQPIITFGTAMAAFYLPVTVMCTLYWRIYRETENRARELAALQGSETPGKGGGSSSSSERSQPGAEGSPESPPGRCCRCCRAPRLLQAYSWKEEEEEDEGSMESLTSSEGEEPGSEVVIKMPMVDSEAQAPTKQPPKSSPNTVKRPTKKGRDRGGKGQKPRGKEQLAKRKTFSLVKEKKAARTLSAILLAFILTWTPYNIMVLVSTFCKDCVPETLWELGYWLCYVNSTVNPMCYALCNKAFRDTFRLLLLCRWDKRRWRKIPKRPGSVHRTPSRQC
# * marks the source's active call; other numbers are inactive results; . = not tested or not shown. This is a random part of the collection, and some 9.2% of all compounds hit somewhere here.
# Every second line gives: S1P1 ag-PAM	HTR1E antagonist	HER2 expr 66K	M1 ag	HTR1E agonist	HEK293 NFkB inh	Jurkat tox 60K	S1P3 agonist	M1 antagonist
C=C(C)C1Cc2nc(N)nc(C)c2C1 (centres undefined)
    -16.3	-6.1	135.9	-0.872	-0.3	-6.5	-6.3	0.2	-1.07
Cc1cccc(CC(=O)Nc2c3c(nn2-c2cccc(Cl)c2)CS(=O)C3)c1 (centres undefined)
    26.1	-5.4	133.7	-1.33	1.1	13.5	-3.6	0.4	0.00951
O=C(O)C1CCCN(S(=O)(=O)c2cccc3cccnc23)C1 (centres undefined)
    -11.7	-10.7	72.4	0.134	-0.3	-0.5	-5.3	0.2	0.00182
Cc1cc(C)c2c(=O)[nH]c(=O)n(Cc3ccccc3)c2n1
    -3.9	17.1	87.8	-0.0402	0.2	20.1	-2.9	-0.4	0.592
Cc1cc(=O)cc(C)[nH]1
    -18.7	-8.3	146.6	-0.0108	33.2*	8.9	0.4	0.3	0.0379
COc1cc(CNCCC2CCOC(C)(C)C2)ccc1O (centres undefined)
    -0.9	0.6	105.3	-0.692	0.1	11.1	-0.8	-0.9	0.18
O=C(Nc1ccccn1)C1(c2ccccc2)CCCC1
    -8.2	-9.9	134.0	-0.57	-1.6	0.9	-0.7	0.7	-2.72
CC(=O)Oc1ccc2cc(-c3nc4ccccc4n3C)c(=O)oc2c1
    -16.8	33.4*	81.3	5.79*	21.2*	-10.3	-0.8	5.7*	0.265
CC1CCCCC1NC(=O)CSc1nc2ccccc2c(=O)n1Cc1ccco1 (centres undefined)
    4.9	9.1	87.4	-0.1	-1.3	8.8	13.4	-1.0	0.0201
Cc1cc(C)n(Cc2ccccc2Cl)n1
    3.2	0.3	114.2	-0.179	1.4	-11.0	2.3	7.1	0.514
O=C(CCN1C(=O)COc2ccccc21)NCc1ccco1
    1.1	-6.0	120.4	0.187	-0.3	3.6	1.4	-1.1	0.292
Cc1nc2c3c4c(sc3n3c(SCC(=O)NCc5ccco5)nnc3n2n1)COC(C)(C)C4
    .	-12.1	94.0	0.386	0.1	-0.9	.	.	-0.399
COc1ccc(NC(=O)N(CCCN(C)C)Cc2cc3cc(OC)ccc3[nH]c2=O)cc1
    -4.0	-7.4	117.0	-0.21	-0.2	5.6	7.5	-0.1	0.811
CCOC(=O)Nc1cc(Br)c2c(c1)OCCO2
    -0.3	0.5	98.1	0.17	-0.6	9.0	0.0	-1.6	-0.0126
Cc1nc(N2CCN(c3ccccc3)CC2)[nH]c(=O)c1Cc1cccc2ccccc12
    -9.5	-3.0	102.4	0.152	0.5	2.8	5.5	0.3	0.0115
O=C(COC(=O)CSc1nnc(-c2ccc(Cl)cc2)o1)NCc1ccc2c(c1)OCO2
    0.9	-0.3	124.8	-0.0781	-0.2	9.9	4.9	-1.5	-0.283
COc1cccc(-n2c(SCC(=O)O)nnc2-c2cccnc2)c1
    -18.2	16.4	-17.7*	0.124	-0.6	14.2	2.7	1.1	-0.00045
Nc1nnc(CCN2C(=O)CSC2=O)s1
    10.4	12.7	102.2	0.254	0.4	11.1	-1.2	-0.2	1.42
O=C(CN1C(=O)CSC1=O)NC1CCCCC1
    -43.0	-5.4	82.7	.	0.4	2.9	-5.4	-1.0	.
CCC(=O)Nc1ccc(Cl)c(NC(=O)c2ccc(Br)o2)c1
    -4.5	-8.7	109.5	0.784	0.3	16.4	-0.8	0.2	0.821
Cc1cc(OCc2nn[nH]n2)c2c(C)c(CC(=O)O)c(=O)oc2c1
    2.1	-5.5	87.0	-0.265	0.2	11.4	-2.2	-0.6	-0.23
CC(=O)/C=C(\C)NCCNc1c(F)c(F)c(CO)c(F)c1F
    15.4	1.9	108.1	-0.0368	-0.3	.	.	-2.7	-0.756
CCN(CC)C(=O)CN(c1cc(Cl)ccc1OC)S(C)(=O)=O
    -26.8	-12.8	100.5	-0.462	0.3	-2.5	-14.2	0.3	-0.0219
Cc1cc(C(=O)NCCCc2ccccc2)no1
    -7.8	-2.3	97.5	0.0892	0.1	17.3	-7.9	-0.6	0.0196
CCCCC(c1nnnn1Cc1ccco1)N1CCN(C(=O)c2ccco2)CC1 (centres undefined)
    -20.3	2.4	89.7	-0.7	1.2	5.6	2.9	-0.8	0.191
COCCn1c(C23CC4CC(CC(C4)C2)C3)n[nH]c1=S
    -12.0	-9.6	76.6	0.984	0.8	7.0	-2.1	-0.5	-2.83*
Cc1cc(=O)oc2cc(OCC(=O)NCCCN3CCOCC3)ccc12
    1.0	5.2	87.3	0	-1.1	12.1	-5.7	-0.2	1.56
CC(=O)Oc1c2occc2cc2ccc(=O)oc12
    4.3	4.4	106.8	0.15	-1.0	7.9	-8.9	0.1	0.522
O=C(NCc1nnc(SCC(=O)N2CCCC2)o1)c1c(F)cccc1Cl
    .	-4.1	74.6	0.391	-0.5	19.0	.	.	0.278
Cc1ccc2c(C)c(C(=O)Nc3c(C)n(C)n(-c4ccccc4)c3=O)oc2c1
    5.6	0.7	97.6	0.107	-1.0	2.9	9.8	-0.3	-0.265
CCOc1ccc2nc(SCC(=O)c3cccs3)sc2c1
    -2.2	2.6	90.8	0.0429	-0.4	-21.2	-1.0	-0.1	1.23
O=C(c1ccco1)[C@@H]1[C@@H]2C(=O)N(c3ccc(Br)cc3)C(=O)[C@@H]2C2c3ccccc3C=CN21 (some centres undefined)
    15.0	-0.4	64.3	3.9	-0.4	10.0	-2.6	-0.5	-0.164
O=C(Nc1ccc(Cl)c(Cl)c1)OCc1cccnc1
    5.8	4.2	75.3	-0.0339	1.1	2.2	-9.5	0.2	0.0398
CCOC(=O)CNC(=O)Nc1cc(C(C)(C)C)nn1-c1ccccc1
    .	1.5	119.2	-0.285	0.6	1.8	.	.	1.45
Cn1nnnc1SCc1csc(Nc2ccccc2)n1
    16.6	-9.3	122.2	-0.746	-0.7	-8.3	4.7	0.6	-0.0537
Cc1sc2ncnc(N3CCN(c4ncccn4)CC3)c2c1C
    10.3	5.0	65.5	1.97*	1.0	14.5	7.7	-1.2	-0.178
CC(NC(=O)COC(=O)CCNC(=O)c1ccco1)C12CC3CC(CC(C3)C1)C2 (centres undefined)
    -17.9	-6.0	117.4	0.37	0.8	16.7	-3.5	-1.2	-0.188
COc1ccc(-c2oc3ncn4nc(Cc5ccccc5)nc4c3c2-c2ccc(OC)cc2)cc1
    -14.7	1.3	115.1	0.448	-1.2	.	.	-2.2	0.424
O=S(=O)(NCc1ccccc1)c1cccc2nonc12
    .	-5.9	142.9	-0.016	0.6	3.1	-4.4	-0.3	-0.594
COc1ccc(C2NC(c3ccc(OC)c(OC)c3OC)C(C)C(=O)C2C)c(OC)c1OC (centres undefined)
    -7.7	-17.6	115.8	1.12	0.0	15.1	-2.2	-0.3	-0.0708
CSCCC(NS(=O)(=O)c1ccc2c(c1)oc(=O)n2C)C(=O)NC1CCC(C)CC1 (centres undefined)
    4.4	-4.6	115.6	-0.00402	1.1	2.1	1.3	-1.5	0.000333
CCOc1ccc(C)cc1S(=O)(=O)n1ccnc1
    .	-5.7	27.1	-0.748	-0.1	15.3	-4.2	0.2	-0.0328
O=S(=O)(c1ccccc1)N(Cc1nc(-c2ccccc2)no1)C1CCCCC1
    -2.8	-7.2	124.6	0.084	0.6	13.0	3.8	-1.0	0.0393
CN(C)c1nc2c(c(=O)n(C)c(=O)n2C)n1Cc1ccccc1
    -5.8	13.6	93.3	0.00782	-0.3	10.2	1.9	-0.5	-0.278
COC(=O)CSc1nc(C(C)C)nc2ccccc12
    10.5	0.0	115.4	1.68	-0.7	19.1	-3.0	-1.3	0.599
CCc1ccc(NC(=O)N(CCCN2CCOCC2)C(C)c2cc3cccc(OC)c3o2)cc1 (centres undefined)
    5.3	3.0	86.9	-0.364	3.7	12.0	0.4	-0.2	-0.257
Cc1cc(=O)n2c(c1C#N)SC1CCCCC12O (centres undefined)
    -36.3	-9.5	147.8	0.63	-0.6	7.4	6.6	-0.4	0.254
COc1cccc(CNC2CCCC2)c1
    -9.7	-9.3	104.7	-0.336	0.3	5.6	-6.6	-1.1	-0.00847
COc1ccccc1C1C(C(N)=O)=C(C)Nc2nc(-c3ccccc3Cl)nn21 (centres undefined)
    -17.2	-1.2	105.9	-0.017	0.9	22.5	3.3	1.1	-0.267
COc1ccc(C)cc1NC(=O)c1[nH]c(C)c(C(C)=O)c1C
    -6.7	14.7	97.1	1.04	-0.5	8.7	-6.3	0.3	-0.59

# New compounds follow
# Every second line gives: S1P1 ag-PAM	HTR1E antagonist	HER2 expr 66K	M1 ag	HTR1E agonist	HEK293 NFkB inh	Jurkat tox 60K	S1P3 agonist	M1 antagonist
CCOC(=O)CC(=O)CSc1nc2c(cc1C#N)CCCCC2
    1.9	5.4	100.8	-0.347	0.0	.	.	-5.3	-0.957
COc1cc(-c2nnc(-c3ccco3)o2)ccc1OCc1ccccc1
    4.2	4.4	106.8	0.165	0.0	6.1	-5.6	0.0	-0.913
CCOC(=O)CSc1nnc(C)c(=O)[nH]1
    -15.9	-9.2	96.8	0.00987	-0.3	.	.	-0.5	0.442
COc1ccc(N2C(=O)C(Cl)=C(Nc3c(C)n(C)n(-c4ccccc4)c3=O)C2=O)cc1
    -12.3	-6.3	79.5	-0.00428	0.3	9.2	0.1	-1.3	-3.81*
Cc1ccc2oc(-c3ccc(NC(=O)c4ccc5c(c4)OCO5)cc3)nc2c1
    -6.2	-2.7	190.6	-0.624	0.8	12.1	4.1	-1.8	-0.271
CCN(CC)S(=O)(=O)c1ccc(Cl)c(C(=O)NCC2CCCO2)c1 (centres undefined)
    -11.5	-2.6	88.1	0.32	1.7	25.4	-4.2	0.3	0.0138
O=C(Cn1c(CC(=O)N2CCOCC2)nc2ccccc21)Nc1ccc2c(c1)OC(F)(F)O2
    -122.0	-7.7	56.4	-0.578	0.1	2.7	-5.5	0.3	-0.189
CCOc1cc(CO)ccc1OCC(=O)N1CCCCC1
    -14.4	11.0	123.8	0.0297	-0.6	8.3	-2.5	-0.8	0.147
C=C(C)Cn1c(SCC#N)nc2ccccc2c1=O
    -18.3	13.0	95.2	-0.0335	-0.9	12.6	-1.3	0.1	-1
